# Compound activity as filed in PubChem.
# Lipid storage S3 = qHTS Assay for Lipid Storage Modulators in Drosophila S3 Cells; Drosophila S3 cells, BODIPY lipid droplet fluorescence, 18-24 h; cells fed with added oleic acid; lipid storage change, negative = inhibition, % at the top dose, mostly 46.1 µM; hits show Potency in µM; AID 2685; actives 0.64% (n = 320,000); active = well fitted inhibition curve with a large enough effect in the signal ratio, with a control signal flat, not every such curve was filed as active; inconclusive = small, poorly fitted or top-dose-only effect, or effect the other way, or a change in a side signal; the % refers to the signal ratio
#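 Laser-scanning cytometry quantifies lipid droplet accumulation (500–530 nm total intensity; droplet/cell object ratio) in oleic acid-fed (400 uM added) Drosophila S3 cells treated with a concentration series. 20 uM Triacsin C defined 100% inhibition.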
# Lipid storage S3 cell count max = second read-out of Lipid storage S3, no call of its own (marks repeat the call); cell number change, %; measured here: cell count max response;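 cells counted by Cell Tracker Red CMTPX staining in the red channel; peak over a dose series mostly up to 46.1 µM; percent activity relative to internal control wells on each plate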
# * marks the source's active call; other numbers are inactive results; i = inactive; u = inconclusive; x = not tested or not shown. % is scaled to controls: 0 for no effect and ±100 for the full control effect; potency is read from the fitted curve at half-maximal effect. These rows are one share of the data (hit frequency here may not be typical).
SMILES,Lipid storage S3,Lipid storage S3 cell count max
Cc1ccc(NC(=O)CCNS(=O)(=O)c2ccc3[nH]c(=O)oc3c2)c(C)c1,i,x
COc1ccc(Cn2c(=O)[nH]c3cc(C(=O)N4CCN(c5ccc(OC)cc5)CC4)ccc3c2=O)cc1,u,x
COCCn1c(SCC(=O)NC(=O)NCc2ccccc2)nc2ccccc2c1=O,u,x
O=C(Nc1cc(C(F)(F)F)ccc1N1CCCC1)c1cccnc1,u,x
CC(C)CCNC(=O)C(c1ccco1)N(C(=O)Cn1nnc2ccccc21)c1ccc2c(c1)OCO2 (stereo unspecified),u,x
Cc1nc(C)n(CC(O)COc2ccc3ccccc3c2)n1 (stereo unspecified),u,x
C/C(=N\NC(=O)c1cccc2ccccc12)c1cccs1,-7%,-2
COc1ccc(/C=C(\C#N)C(=O)Nc2ccc3[nH]c(=O)[nH]c3c2)cc1,u,x
O=C(Cn1c2c(c(=O)n3ncnc13)CCC2)N/N=C/c1ccc(Cl)cc1,u,x
CC(C)Oc1ccc(/C=N/NC(N)=S)cc1,4%,-9
Cc1ccc(CN2CCN(/N=C/c3cccnc3)CC2)c(C)c1,23%,x
CN(C)C=NC1=NN(c2cccc(C(F)(F)F)c2)CC1,i,11
Cc1nnc(SCc2c(Cl)cccc2[N+](=O)[O-])s1,u,x
CCCOC(=O)c1ccc(Oc2cn[nH]c2-c2ccc(OC)cc2O)cc1,u,x
COc1ccc(NS(=O)(=O)c2cc(Br)cc3c2N(C(C)=O)CC3)cc1,u,x
CCCCCSc1nnc2c(n1)OC(C)N(C(C)=O)c1ccccc1-2 (stereo unspecified),u,x
O=C(NCc1ccccn1)Nc1ccc(Br)cc1Cl,u,x
Cc1cc(C)nc(CCNC(=O)c2cc(COc3ccccc3)on2)n1,u,x
CCOC(=O)NC(Nc1ccc(OC)cc1)(C(F)(F)F)C(F)(F)F,u,x
COc1ccc(/C=N/NC(=O)COc2cc(C)cc(C)c2)cc1COC(C)=O,24%,3
COc1ccc(N(Cc2ccccc2)S(=O)(=O)c2ccc(C)cc2)cc1,u,x
CCCN(c1ccc(C(C)C)cc1)S(=O)(=O)c1c(C)[nH]c(=O)[nH]c1=O,-6%,-13
COc1ccccc1NS(=O)(=O)c1cc(-c2cc(C)no2)ccc1OC,i,x
Cn1c(NC(=O)c2ccccc2F)cc(=O)n(C)c1=O,u,x
CCOC(=O)C(Cc1ccccc1)C(=O)Nc1nccs1 (stereo unspecified),i,4
COC(=O)/C(=N\Nc1ccc(Cl)cc1)Sc1nnc(-c2ccc(OC)cc2)n1C,u,x
CNC(=O)C1CC(=O)N(c2ccc(F)c(Cl)c2)C1 (stereo unspecified),14%,9
O=C(CCc1nnc2n(Cc3ccccc3)c(=O)c3ccccc3n12)NCCN1CCOCC1,-13%,9
O=C(Nn1cc(C(=O)N2CCN(c3ccccc3F)CC2)c2ccccc2c1=O)c1cnccn1,u,x
COc1ccc(-c2cc3cc(-c4cc(OC)c(OC)c(OC)c4)ccc3o2)cc1,u,x
CCCNC(=S)N1CCC(NC(=O)Nc2ccc(C)cc2)CC1,u,x
O=C(O)CCNS(=O)(=O)c1ccc2c(c1)CCCC2,u,x
CSc1sc(C(=O)OC(C)C)c2c1C(=O)CC(C)(C)C2,i,-5
COc1ccc(CNC(=O)CN2C(=O)NC(C)(c3ccc(Cl)cc3)C2=O)cc1 (stereo unspecified),i,x
CCn1c(C(=O)N2CCc3ccccc3C2)cc2oc3ccccc3c21,i,x
COC(=O)C1=C(C)N(C)C(=S)NC1c1ccc(Cl)cc1 (stereo unspecified),u,x
COc1ccc(C(C(=O)NCC2CCCO2)N(C(=O)Cn2nnc3ccccc32)c2ccc(NC(C)=O)cc2)cc1OC (stereo unspecified),u,x
Cc1ccc(NC(=O)Cc2ccc3c(c2)OCCO3)cc1S(=O)(=O)N1CCCCC1,-8%,-14
O=C(Nc1cc2c(oc1=O)CCCC2=O)c1ccccc1,u,x
COc1ccc(NC(=O)CN(C)C(=O)C(Sc2ccccc2)c2ccccc2)cc1 (stereo unspecified),u,x
COc1ccccc1C(OC(=O)c1ccco1)C(=O)NCc1ccc(F)cc1 (stereo unspecified),u,x
CC(=O)CSc1nc2ccccc2s1,2%,4
COC(=O)CNC(c1ccccc1)c1cc(Br)ccc1N (stereo unspecified),u,x
O=[N+]([O-])c1ccc2nc(SCc3cn4cccnc4n3)[nH]c2c1,2%,0
CCCn1c(NC(=O)c2ccc(Br)cc2)nc2ccccc21,u,x
CS(=O)(=O)NC1c2cccc3cccc(c23)C1N1CCOCC1 (stereo unspecified),i,x
CCOC(=O)c1sc(NC(=O)c2cc(-c3cccc(O)c3)on2)c(C(=O)OCC)c1C,20%,-5
CC(C)S(=O)(=O)c1csc(NC(=O)Nc2cccc([N+](=O)[O-])c2)c1Cl,u,x
O=C(NNC(=O)c1ccccc1OCc1ccccc1)c1ccccc1F,8%,4
CC(C)(C)C(=O)CSc1nnc(Nc2ccccc2)s1,u,x
O=C(CSc1cccc[n+]1[O-])c1ccc(Cl)cc1,u,x
CC(C)(C)C1COc2ccccc2N1C(=O)c1cccc(Cl)c1 (stereo unspecified),9%,10
O=C(NCc1ccco1)C1CC(c2cccc([N+](=O)[O-])c2)=NO1 (stereo unspecified),u,x
CN(C)CCCNC(=S)N(CCCN(C)C)Cc1cc2cc3c(cc2[nH]c1=O)OCO3,i,-8
CC(C)Cc1nc(Cl)c(C#N)c2c1CCCC2,-10%,-18
O=C(CN1CCN(S(=O)(=O)c2ccc(F)cc2)CC1)Nc1ccccc1C(=O)NC1CC1,u,x
O=C1c2ccccc2C(=O)N1Cc1nn2c(-c3ccc(Cl)cc3)nnc2s1,u,x
CC(=O)Nc1ccc(NCN2C(=O)[C@@H]3[C@H]4CC[C@H](C4)[C@@H]3C2=O)cc1,16%,8
Cc1ccc(C)c(OCCC(=O)OCC(=O)N2CCN(S(=O)(=O)c3ccc(Cl)cc3)CC2)c1,u,x
O=C(Nc1ccccc1)NC1CCS(=O)(=O)C1 (stereo unspecified),5%,-5

# Additional compounds
SMILES,Lipid storage S3,Lipid storage S3 cell count max
COc1ccc(NC(=O)c2cc(C)nc3ccccc23)cc1S(=O)(=O)Nc1ccccc1Cl,7%,20
COCCCN1C(=O)C(O)=C(C(=O)c2ccco2)C1c1cccc(Br)c1 (stereo unspecified),u,x
Cc1ccc(C(=O)CSc2nnc(-c3ccc4[nH]c(C)c(C)c4c3)o2)cc1C,i,x
CC(=O)c1cccc(NC(=O)N2CCCC2C(=O)Nc2cccc(C)c2C)c1 (stereo unspecified),u,x
CCOC(=O)Cc1ccc(NC(=O)c2ccc(C(C)(C)C)cc2)cc1,u,x
O=C(Cc1cccs1)N(Cc1cccs1)C1(C(=O)NC2CCCC2)CCCCC1,u,x
CCOc1ccc(C(=O)NCCc2cnc[nH]2)cc1OCC,u,x
Cc1ccc(N2C(=O)C3N=NN(CC(=O)N4N=C(c5ccccc5)CC4c4ccccc4)C3C2=O)cc1 (stereo unspecified),-6%,1
COC(=O)/C=C1/SC(=NC(=O)c2ccccc2)NC1=O,0%,18
Cc1ccc(NC(=O)CSc2n[nH]c(-c3cccnc3)n2)c(Br)c1,u,x
CSc1nc(C)c(CCOCc2ccc(F)cc2)c(=O)[nH]1,u,x
CC(NC(=O)Cc1ccc([N+](=O)[O-])cc1)c1ccc2c(c1)OCO2 (stereo unspecified),2%,-4
Cc1ccc2c(Cl)c(C(=O)NC3CC3)sc2c1,i,-13
CN(CC(=O)Nc1ccc(F)cc1)c1ccc(S(=O)(=O)N2CCCCC2)cc1[N+](=O)[O-],u,x
O=C(CSc1n[nH]c(-c2cccnc2)n1)Nc1ccccc1[N+](=O)[O-],u,x
CCc1ccc(CN(C)Cc2nc(-c3cccc(Cl)c3)no2)nc1,u,x
CC1CCCCC1NC(=O)c1ccc(S(=O)(=O)NCc2ccco2)cc1 (stereo unspecified),u,x
Cc1c(Cl)cccc1NC(=O)c1cc(S(=O)(=O)N2CCOCC2)cn1C,8%,-2
CC(C)N=C1SC(CC(=O)Nc2ccccc2)C(=O)N1C(C)C (stereo unspecified),u,x
Cc1cccc(OCC(=O)N(Cc2cccs2)C2CCS(=O)(=O)C2)c1 (stereo unspecified),u,x
O=C1C(=O)N(CC2CCCO2)C(c2ccco2)/C1=C(/O)c1ccc(F)cc1 (stereo unspecified),u,x
COc1ccccc1NC(=O)CSc1ccc(-c2ccc(-n3cccn3)cc2)nn1,3%,-19
COc1ccc(CNC(=O)CSc2nc3c(oc4ccccc43)c(=O)n2CC2CCCO2)cc1 (stereo unspecified),-9%,-7
Cc1ccc(S(=O)(=O)n2c(C)nc3cc(C)ccc32)cc1,-23%,17

# In another format: two of the compounds above
SMILES	Lipid storage S3	Lipid storage S3 cell count max
Cc1ccc2c(Cl)c(C(=O)NC3CC3)sc2c1	i	-13
CN(CC(=O)Nc1ccc(F)cc1)c1ccc(S(=O)(=O)N2CCCCC2)cc1[N+](=O)[O-]	u	x

# The list continues.
SMILES,Lipid storage S3,Lipid storage S3 cell count max
COc1cc2c3c(c1)-c1c(sn(-c4cc(OC)ccc4OC)c1=S)C(C)(C)N3C(=O)C2=O,20%,8
N#C/C(=C\c1ccc(N2CCOCC2)c([N+](=O)[O-])c1)c1nc2ccccc2[nH]1,u,x
CCOc1ccc(NC(=O)CN(C)C(=O)CSc2ccccc2)cc1OCC,u,x
COc1cc(/C=C2\SC(N)=NC2=O)ccc1O,u,x
CCOC(=O)C1CCCN(Cc2ccc(OCc3ccccc3)c(OC)c2)C1 (stereo unspecified),u,x
C=C(C)Cn1c(N2CCCC2)nc2c1c(=O)[nH]c(=O)n2C,u,x
O=C(COC(=O)c1ccccc1O)NCCCc1ccccc1,-1%,8
CC(=O)Nc1cc(C(=O)N2CCCC2)ccc1S(=O)(=O)c1ccc(C)cc1,7%,-2
CSc1nc(C)c(C(=O)C[n+]2ccccc2C)cc1C#N,14%,18
Cc1cccc(NC(=O)c2cc(-c3cc(C)c(C)cc3O)n[nH]2)c1,14%,0
CCOC(=O)c1sc(NC(=S)NC(=O)C23CC4CC(CC(C4)C2)C3)cc1C,14%,-14
O=C(O)c1ccc(NC(=O)C2CC=CCC2C(=O)O)cc1 (stereo unspecified),0.18µM*,3.6*

# Record cards (already shown). Screens in order: Lipid storage S3 | Lipid storage S3 cell count max
# Record of `COc1cc2c3c(c1)-c1c(sn(-c4cc(OC)ccc4OC)c1=S)C(C)(C)N3C(=O)C2=O` → 20% | 8
# Record of `N#C/C(=C\c1ccc(N2CCOCC2)c([N+](=O)[O-])c1)c1nc2ccccc2[nH]1` → u | x
# Record of `CC(=O)Nc1cc(C(=O)N2CCCC2)ccc1S(=O)(=O)c1ccc(C)cc1` → 7% | -2
# Record of `COc1cc(/C=C2\SC(N)=NC2=O)ccc1O` → u | x
# Record of `O=C(COC(=O)c1ccccc1O)NCCCc1ccccc1` → -1% | 8

# A stretch from further up, for reference:
SMILES,Lipid storage S3,Lipid storage S3 cell count max
Cc1ccc(NC(=O)CCNS(=O)(=O)c2ccc3[nH]c(=O)oc3c2)c(C)c1,i,x
COc1ccc(Cn2c(=O)[nH]c3cc(C(=O)N4CCN(c5ccc(OC)cc5)CC4)ccc3c2=O)cc1,u,x
COCCn1c(SCC(=O)NC(=O)NCc2ccccc2)nc2ccccc2c1=O,u,x
O=C(Nc1cc(C(F)(F)F)ccc1N1CCCC1)c1cccnc1,u,x

# More structures.
SMILES,Lipid storage S3,Lipid storage S3 cell count max
Cn1c(N)c(C(=O)COC(=O)/C=C/c2ccc(OC(F)F)cc2)c(=O)n(C)c1=O,2%,-6
CCOC(=O)c1cnn(C)c1NC(=O)c1ccc(Cl)cc1Cl,11%,15
COc1ccc2c(c1)CCc1sc(NC(=O)c3ccc(C)cc3)nc1-2,-12%,-13
CC(C)(C)[C@H]1CCC(=O)N([C@H](CC#N)Cc2ccccc2)CC1,0.33µM*,-9.7*
Cc1sc2nc(CSC(C)C(=O)N3CCOCC3)[nH]c(=O)c2c1C (stereo unspecified),-21%,-8
O=C(NS(=O)(=O)c1ccc(NC(=O)C2CCCO2)cc1)c1ccccc1 (stereo unspecified),3%,13
CCOc1ccc(C(C)=O)cc1N1C(=O)C2C3C=CC(O3)C2C1=O (stereo unspecified),u,x
O=[N+]([O-])c1cc(C(F)(F)F)cc([N+](=O)[O-])c1N1CCN(S(=O)(=O)c2ccccc2)CC1,-1%,-17
CC(C)C(=O)NCCc1c[nH]c2ccccc12,-4%,2
O=C(Nc1ccccc1C(=O)O)c1ccc(NC(=O)C2CC2)cc1,i,19
Cc1occc1C(=O)N/N=C/c1c(O)ccc2ccccc12,u,x
CC1=C(C(=O)OC(C)C)C(c2ccc(O)cc2)NC(=O)N1 (stereo unspecified),u,x
COc1cc([N+](=O)[O-])ccc1NC(=O)CCCOc1cccc(C)c1,u,x
COc1ccc(N2C(=O)CCC(C(=O)Nc3cccc(C)n3)C2c2ccc(OC)c(OC)c2)cc1 (stereo unspecified),u,x
Cc1ccccc1N1CCN(C2CCCN(C(=O)CCc3c(C)noc3C)C2)CC1 (stereo unspecified),i,x
Cc1ccc2oc(=O)c3cnn(CC(=O)NCCCOC(C)C)c3c2c1,u,x
CC(C(=O)N=Nc1c(O)[nH]c2ccccc12)n1cnc2ccccc2c1=O (stereo unspecified),u,x
Cc1cc2c(cc1S(=O)(=O)N1CC(C)CC(C)C1)OCC(=O)N2 (stereo unspecified),u,x
Cc1ccc(OCC(=O)N/N=C\c2cccn2C)c([N+](=O)[O-])c1,i,-8
